Screening data (PubChem)
FBPA coupling cs – coupling enzyme interference in Giardia aldolase counter-screen; 290,000 compounds, 0.67% hits; activity change, negative = inhibition, % at 58.2 µM, hits read low; coupling enzyme system counterscreen, AmpLite Red fluorescence; AID 2472; in the data active = activity change below about -30%; note: % is set by controls: 0 for no effect and ±100 for the full control effect
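First, compound is pin-transferred into glyceraldehyde-3-phosphate coupling-enzyme reagent at 57.5 uM final and held 10 min at RT. Next, substrate, coupling system and AmpLite Red are added. After 20 min RT, fluorescence (525/598 nm) is read.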
KCNH2 3.1 inh – blocks the human KCNH2 3.1 channel isoform | U2OS KCNH2 3.1, thallium flux FluxOr; hits give low values | activity change, % (tested at about 1.8 µM) | 340,000 compounds, 0.95% hits | AID 720553;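 active = maximum activity change below -70%; inconclusive = maximum activity change from -70% to -50%; inactive = maximum activity change above -50%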;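 note: thallium influx rate constant from kinetic fluorescence after stimulation buffer; % is set by controls: 0 for no effect and ±100 for the full control effect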
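Thallium flux via FluxOr fluorescence (Red40 quencher, 45 min loading) in U2OS cells virally expressing the KCNH2 3.1 isoform (1.77 x 10^8 /mL virus, overnight at 37 C). Rate constants from 2-min kinetic reads post-stimulation, normalised to positive and negative controls.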
RORgamma inh – inhibitors of mouse ROR gamma transcriptional activity | Drosophila S2 Gal4-RORgamma UAS-luciferase reporter, 20 h | 310,000 compounds, 5.4% hits | AID 2551 | Potency, µM (doses to about 53.6 µM), for the others: at the highest dose activity change, negative = inhibition, usual class: inhibitors | P51450; note: potency is the fitted concentration of half-maximal effect; % is set by controls: 0 for no effect and ±100 for the full control effect; nearly all actives have a fitted effect of over 60% in size
Target sequence (P51450 whole entry, looked up, the tested form may be a part): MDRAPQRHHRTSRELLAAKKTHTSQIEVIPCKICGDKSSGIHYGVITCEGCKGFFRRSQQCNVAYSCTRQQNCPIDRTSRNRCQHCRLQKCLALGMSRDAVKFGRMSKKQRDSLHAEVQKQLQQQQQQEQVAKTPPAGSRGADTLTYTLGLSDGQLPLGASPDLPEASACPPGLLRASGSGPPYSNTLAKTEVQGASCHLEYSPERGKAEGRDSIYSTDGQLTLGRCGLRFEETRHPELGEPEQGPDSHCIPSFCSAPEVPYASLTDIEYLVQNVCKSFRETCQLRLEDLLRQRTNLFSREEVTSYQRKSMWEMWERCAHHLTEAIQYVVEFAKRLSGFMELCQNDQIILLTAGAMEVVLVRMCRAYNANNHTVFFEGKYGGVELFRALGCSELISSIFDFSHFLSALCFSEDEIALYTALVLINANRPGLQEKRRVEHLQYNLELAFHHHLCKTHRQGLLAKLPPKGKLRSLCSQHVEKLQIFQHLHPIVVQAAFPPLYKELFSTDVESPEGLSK
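ROR gamma transcriptional activity was tracked as Gal4-UAS luciferase output in stably transfected Drosophila Schneider cells, with compound added 1 hr before 700 uM copper sulfate induction and a 20 hr ambient-temperature incubation.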
Giardia killer – Giardia lamblia killing; activity change, % at 7.66 µM, hits read low; Giardia lamblia trophozoite viability; 340,000 compounds, 0.15% hits; in the data active = activity change below about -80%; inconclusive = between about -30% and that limit;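 note: parasites exposed to compound for two days anaerobically before the ATP read; % is set by controls: 0 for no effect and ±100 for the full control effect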
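Luminescent ATP signal served as the viability read-out, measured 15-30 min after adding ATP detection reagent to trophozoites that had been incubated with compounds for 48 hrs at 37 deg C anaerobically at 100 cells/well.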
uPA generation – inhibitors of cell surface uPA generation; Potency, µM (top dose mostly 38.3 µM), without a hit: top-dose activity change, negative = inhibition, usual class: inhibitors; cell surface uPA generation assay, qHTS; 330,000 compounds, 0.31% hits; active = well fitted inhibition curve with a large enough effect; inconclusive = small, poorly fitted or top-dose-only effect; inactive = no such curve, though single readings can be large or run the other way; tested in mouse RAW 264.7 cells; note: potency is the fitted concentration of half-maximal effect; % is set by controls: 0 for no effect and ±100 for the full control effect; nearly all actives have a fitted effect of over 55% in size
ELG1 genotox – genotoxicity induction in ELG1-luciferase HEK293T cells; Potency, µM (doses to about 46 µM), inactives show at the highest dose activity change, positive = activation, usual class: activators; AID 504466; HEK293T ELG1-luciferase reporter, luminescence, 16 h; 330,000 compounds, 1.3% hits; note: potency is the fitted concentration of half-maximal effect; % of control where 0% means no effect; nearly all actives have a fitted effect of over 60% in size
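Quantitative HTS format in 1536-well plates. HEK293T ELG1-luciferase reporter cells receive test compound and are incubated 16 hr at 37 °C, 5% CO2; ONE-Glo added, 30 min room temperature, then luminescence read.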
Rab9 prom act – activates the Rab9 promoter; Huh7 Rab9 promoter-luciferase reporter, luminescence, 24 h; Potency, µM (series often up to 9.22 µM), without a hit: top-dose activation, negative = inhibition, usual class: activators; 320,000 compounds, 2.8% hits; note: potency is the fitted concentration of half-maximal effect; % of control where 0% means no effect; nearly all actives have a fitted effect of over 60% in size
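Measured in stably transfected Huh7 cells bearing a Rab9 promoter–luciferase construct: 24 h compound treatment at 37 °C, followed by luminescence detection.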
Tb PFK block – inhibitors of T. brucei phosphofructokinase. Potency, µM (series often up to 57.5 µM), inactives show at the highest dose activity, negative = inhibition, most hits filed as inhibitors. 330,000 compounds, 0.17% hits. AID 485367. T. brucei PFK, ADP-Glo luminescence;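 note: potency is the fitted concentration of half-maximal effect; 0% = uninhibited 1x PFK enzyme wells and -100% = no-enzyme wells; nearly all actives have a fitted effect of over 60% in size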
Target sequence (O15648 whole entry, looked up): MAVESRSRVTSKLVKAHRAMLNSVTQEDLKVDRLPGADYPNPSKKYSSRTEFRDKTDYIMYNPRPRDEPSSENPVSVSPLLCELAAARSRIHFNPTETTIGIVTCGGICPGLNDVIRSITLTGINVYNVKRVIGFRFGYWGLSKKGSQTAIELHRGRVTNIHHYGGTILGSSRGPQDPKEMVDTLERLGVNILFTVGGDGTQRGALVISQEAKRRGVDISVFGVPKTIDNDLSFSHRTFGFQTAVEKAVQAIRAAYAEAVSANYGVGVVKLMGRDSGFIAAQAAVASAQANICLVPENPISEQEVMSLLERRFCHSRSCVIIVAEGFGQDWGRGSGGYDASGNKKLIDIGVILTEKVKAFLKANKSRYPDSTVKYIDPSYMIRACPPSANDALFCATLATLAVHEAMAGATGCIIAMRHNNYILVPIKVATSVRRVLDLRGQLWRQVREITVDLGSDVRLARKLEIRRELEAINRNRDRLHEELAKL
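1.25 nM PFK with 0.5 mM F6P and 0.1 mM ATP in 0.1 M TEA pH 8.0, 5 mM MgCl2, incubated 45 min at room temperature; ADP measured by ADP-Glo luminescence; compounds titrated up to 57 uM.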
Gal4-VP16 FLuc – inhibits Gal4-VP16 luciferase reporter, ROR gamma counter-screen; Drosophila S2 Gal4-VP16 UAS-luciferase, luminescence, 20 h; Potency, µM (titrated, usually from 53.6 µM), inactives show at the top dose activity, negative = inhibition, usual class: inhibitors; 310,000 compounds, 3.5% hits; AID 2546;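 note: Gal4-VP16 expression switched on by copper sulfate through the metallothionein promoter; potency is the fitted concentration of half-maximal effect; % is set by controls: 0 for no effect and ±100 for the full control effect; nearly all actives have a fitted effect of over 50% in size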
NPC1 prom act – NPC1 promoter activation; 320,000 compounds, 2.4% hits; Huh7 NPC1 promoter luciferase reporter, 24 h; AID 485313; Potency, µM (highest dose often 9.22 µM), for the others: at the top dose activation, actives largely listed as activators;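 note: potency is the fitted concentration of half-maximal effect; % of control where 0% means no effect; nearly all actives have a fitted effect of over 60% in size; reporter is driven by a mutant NPC1 promoter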
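NPC1 promoter–luciferase Huh7 cells; 24 h compound; luminescence.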
FLuc counter – inhibits or activates purified firefly luciferase, miR-21 counter-screen. P08659. purified FLuc, Km substrates, luminescence inhibition. Potency, µM (titrated, usually from 57.5 µM), for the others: top-dose activity change, negative = inhibition, usual class: inhibitors. 360,000 compounds, 6.9% hits. AID 588342;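 note: potency is the fitted concentration of half-maximal effect; plate controls were vehicle for no effect and reference inhibitor for full effect; nearly all actives have a fitted effect of over 55% in size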
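Purified P. pyralis luciferase (10nM final) with 10uM D-luciferin and 10uM ATP (Km levels) in 50mM Tris acetate pH 7.5, 10mM Mg acetate, 0.01% Tween-20, 0.05% BSA; qHTS 6-point titration, ~60 µM downward; luminescence read.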
An asterisk follows results filed as active; ? = inconclusive; . = not tested or not shown; [ ] = another dose, or the depositor's remark. Unless noted, calls come from the whole dose curve; as a rule, active = well fitted curve in the direction sought with a large enough effect; inconclusive = small, poorly fitted or top-dose-only effect, or another doubt; inactive = no such curve, though single readings can be large; an effect the other way counts as inactive or inconclusive.

No.	smiles	FBPA coupling cs	ELG1 genotox	Giardia killer	KCNH2 3.1 inh	Tb PFK block	uPA generation	Gal4-VP16 FLuc	RORgamma inh	NPC1 prom act	Rab9 prom act	FLuc counter
1	COc1cccc2sc(Nc3nnc(-c4cccs4)o3)nc12	3	?	3	13	-1%	-13%	2µM*	1.4µM*	4µM*	1µM*	4.8µM*
2	Cc1ccc(S(=O)(=O)Nc2ccccc2C(=O)N2CCN(C)CC2)cc1	1	1%	-24	5	7%	3%	0%	-30%	-2%	0%	0%
3	O=C(Nc1cccc(F)c1)C1CCN(C(=O)NCc2ccccc2)CC1	1	-3%	2	17	-3%	2%	-14%	20%	-2%	-1%	0%
4	Cc1cc(NC(=O)c2cc(C(C)(C)C)oc2C)no1	0	-1%	5	0	5%	-8%	-15%	13µM*	2%	-4%	-3%
5	Clc1ccc2[nH]c3c(N4CCC5(CC4)OCCO5)ncnc3c2c1	-4	3%	-5	8	-8%	-11%	?	?	-11%	-7%	?
6	Cc1cc(=O)oc2cc(OCC(=O)NCC3CCC(C(=O)O)CC3)ccc12 (stereo unspecified)	-1	1%	13	-3	1%	0%	-4%	-11%	-1%	-11%	0%
7	O=c1[nH]c2cc3c(cc2cc1CN(CCO)S(=O)(=O)c1ccccc1)OCCO3	3	7%	-10	-20	-3%	0%	3%	?	-1%	0%	2%
8	O=C(COc1ccccc1[N+](=O)[O-])Nc1ccccc1N1CCCCC1	.	-17%	-12	?	-1%	-30%	0%	10%	-3%	-2%	2%
9	CS(=O)(=O)N(CC(=O)N1CCN(c2ccccc2)CC1)Cc1ccc(Cl)cc1	0	-11%	0	-2	0%	.	11%	?	11%	-6%	3%
10	CN(c1ccccc1)S(=O)(=O)c1cccc(C(=O)NCCCN2CCCC2=O)c1	.	-5%	-6	7	-2%	7%	.	.	-4%	-6%	3%

Remaining list, next part.
No.	smiles	FBPA coupling cs	ELG1 genotox	Giardia killer	KCNH2 3.1 inh	Tb PFK block	uPA generation	Gal4-VP16 FLuc	RORgamma inh	NPC1 prom act	Rab9 prom act	FLuc counter
11	O=C1OC(c2ccccc2)=N/C1=C\C=C\c1ccccc1[N+](=O)[O-]	8	2%	12	-6	?	-1%	-14%	7%	0%	-3%	-18%
12	CC(C)CNC(=O)c1cccc(NC(=O)c2ccc3c(c2)C(=O)N(C)C3=O)c1	0	-12%	-9	-9	-1%	24%	-3%	26%	0%	2%	?
13	Cc1ccc(C)c(C(=O)NCc2ccncc2)c1	-1	-1%	5	-20	-15%	3%	-2%	?	-1%	-3%	3%
14	N#Cc1ccccc1Cn1c(=O)n(C2CCCC2)c(=O)c2ccccc21	9	-3%	-4	-6	0%	-8%	-3%	-10%	-2%	0%	-1%
15	COc1ccccc1N(C)S(=O)(=O)c1ccc(C(=O)N(C)Cc2ccc(Cl)s2)cc1	.	-5%	-2	?	0%	-21%	.	.	0%	-6%	3%
16	Cc1cc(NC(=O)c2noc3c2CCCC3)n(-c2ccccc2)n1	-1	5%	-12	1	-1%	.	8%	1%	1%	-2%	-12%
17	Cc1ccc(OCC(=O)NNC(=O)C2CCN(c3ncccn3)CC2)cc1	-2	1%	-3	0	4%	11%	2%	-2%	-2%	-8%	0%
18	Cn1ncc(C#N)c1NC(=O)C1CC(c2c(F)cccc2Cl)=NO1 (stereo unspecified)	5	-7%	8	-7	-3%	0%	-9%	-1%	0%	-7%	-9%
19	O=C(Cc1cccc2ccccc12)Nc1ccc2oc(-c3ccccc3)nc2c1	3	-2%	-10	4	4%	2%	-1%	4%	11%	-2%	-13%
20	O=C(CSc1nnc(-c2ccncc2)o1)Nc1nncs1	-1	3%	-8	1	0%	-1%	-2%	?	-5%	-1%	.

Rewritten with two lines to a compound: entries from further up
Fields – FBPA coupling cs	ELG1 genotox	Giardia killer	KCNH2 3.1 inh	Tb PFK block	uPA generation	Gal4-VP16 FLuc	RORgamma inh	NPC1 prom act	Rab9 prom act	FLuc counter
8	O=C(COc1ccccc1[N+](=O)[O-])Nc1ccccc1N1CCCCC1
→ .	-17%	-12	?	-1%	-30%	0%	10%	-3%	-2%	2%
20	O=C(CSc1nnc(-c2ccncc2)o1)Nc1nncs1
→ -1	3%	-8	1	0%	-1%	-2%	?	-5%	-1%	.
9	CS(=O)(=O)N(CC(=O)N1CCN(c2ccccc2)CC1)Cc1ccc(Cl)cc1
→ 0	-11%	0	-2	0%	.	11%	?	11%	-6%	3%

New compounds follow
No.	smiles	FBPA coupling cs	ELG1 genotox	Giardia killer	KCNH2 3.1 inh	Tb PFK block	uPA generation	Gal4-VP16 FLuc	RORgamma inh	NPC1 prom act	Rab9 prom act	FLuc counter
21	CCCC(=O)NC(c1cccs1)c1cc(Cl)c2cccnc2c1O (stereo unspecified)	-3	4%	3	-5	3%	-15%	0.5µM*	0.4µM*	-37%[inhibitor]	-55%[inhibitor]	-2%
22	COc1ccc(NC(=O)Nc2ccc3c(c2)N(C)C(=O)CS3)cc1OC	-3	-4%	0	-12	0%	2%	-4%	12%	3%	-3%	?
23	Oc1cccc(NC(=S)Nc2cccnc2)c1	-14	0%	12	-9	0%	-1%	6%	-6%	0%	2%	1%
24	CC(=O)N1Cc2cc([N+](=O)[O-])ccc2Oc2ccccc21	1	1%	0	-15	0%	-5%	5%	-1%	-2%	-9%	-1%
25	COc1ccc(-c2c(-c3ccsc3)oc(=O)c3cc(OC)c(OC)cc23)cn1	.	2%	7	1	0%	0%	.	.	.	.	.
26	CCOC(CNC(=O)c1cccc([N+](=O)[O-])c1)OCC	0	0%	0	1	-6%	-1%	0%	-20%	-2%	-2%	1%
27	CCN(CC)S(=O)(=O)c1ccc(N2CCCC2)c(NC(=O)Cc2ccccc2)c1	0	-2%	-26	-7	5%	0%	2%	40%	1%	-3%	4%
28	O=C(CNS(=O)(=O)c1ccc(Br)cc1)N1CCN(Cc2ccccc2)CC1	.	-8%	5	-2	0%	5%	-6%	13%	-2%	-1%	1%
29	O=C(CSc1ccc(Br)cc1)NC1CCS(=O)(=O)C1 (stereo unspecified)	.	-2%	4	3	-2%	21%	.	.	4%	1%	1%
30	O=S(=O)(c1ccc(F)c(Cl)c1)N1CCN(C/C=C/c2ccccc2)CC1	.	-3%	-5	-31	3%	8%	.	.	-2%	0%	-1%

Nos. 21–23, reprinted for reference:
No.	smiles	FBPA coupling cs	ELG1 genotox	Giardia killer	KCNH2 3.1 inh	Tb PFK block	uPA generation	Gal4-VP16 FLuc	RORgamma inh	NPC1 prom act	Rab9 prom act	FLuc counter
21	CCCC(=O)NC(c1cccs1)c1cc(Cl)c2cccnc2c1O (stereo unspecified)	-3	4%	3	-5	3%	-15%	0.5µM*	0.4µM*	-37%[inhibitor]	-55%[inhibitor]	-2%
22	COc1ccc(NC(=O)Nc2ccc3c(c2)N(C)C(=O)CS3)cc1OC	-3	-4%	0	-12	0%	2%	-4%	12%	3%	-3%	?
23	Oc1cccc(NC(=S)Nc2cccnc2)c1	-14	0%	12	-9	0%	-1%	6%	-6%	0%	2%	1%

New compounds follow.
No.	smiles	FBPA coupling cs	ELG1 genotox	Giardia killer	KCNH2 3.1 inh	Tb PFK block	uPA generation	Gal4-VP16 FLuc	RORgamma inh	NPC1 prom act	Rab9 prom act	FLuc counter
31	Cc1sc2ncnc(N3CCC(C(=O)Nc4cc(Cl)ccc4Cl)CC3)c2c1C	.	-10%	4	-4	-1%	27%	.	.	1%	3%	0%
32	S=c1[nH]nc(-c2cccs2)n1/N=C/c1c(Cl)cccc1Cl	3	7%	8	1	-4%	5%	-26%	11µM*	0%	-8%	?
33	O=C(NCc1ccc(F)cc1)C(c1ccccc1)N(C(=O)c1csnn1)c1ccccc1 (stereo unspecified)	1	-19%	-3	-2	-2%	-1%	4%	6%	-3%	-1%	4%
34	O=C(NCC(c1ccco1)N1CCOCC1)c1ccc(C(F)(F)F)cc1 (stereo unspecified)	.	-2%	-13	-3	-7%	-1%	.	.	1%	-4%	1%
35	CCc1cccc(C)c1NC(=O)N(C)C1CCCCC1	3	-2%	27	5	1%	-2%	8%	32%	-9%	-2%	-3%
36	CCN(CC)S(=O)(=O)c1ccc(C(=O)NN(C)C2=NS(=O)(=O)c3ccccc32)cc1	1	2%	-24	32	-8%	-2%	-2%	-4%	2%	-3%	-8%
37	C=C1c2ccccc2O[C@H](C(=O)OCC)[C@@H]1C1CCCCC1	.	2%	8	-3	1%	1%	.	.	.	.	.
38	O=C1CN(c2nc(-c3ccccc3)c3cc(Cl)ccc3n2)c2ccccc2N1	5	12%	8	4	3%	0%	-24%	13%	-4%	-1%	7%
